Compound activity from PubChem.
AmpC inh detg: inhibitors of E. coli AmpC beta-lactamase with detergent. AmpC hydrolysis of nitrocefin, absorbance 480 nm, 0.01% Triton. P00811. AID 485294. Potency, µM (highest dose often 114 µM), for the others: at the highest dose activity change, negative = inhibition, most hits filed as inhibitors. hit rate 0.041% among 370,000;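 note: potency is the fitted concentration of half-maximal effect; 0% = no-compound wells and -100% = no-enzyme wells; nearly all actives have a fitted effect of over 25% in size; some results filed as inactive show a strong effect at the top dose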
Target sequence (P00811 whole entry, looked up): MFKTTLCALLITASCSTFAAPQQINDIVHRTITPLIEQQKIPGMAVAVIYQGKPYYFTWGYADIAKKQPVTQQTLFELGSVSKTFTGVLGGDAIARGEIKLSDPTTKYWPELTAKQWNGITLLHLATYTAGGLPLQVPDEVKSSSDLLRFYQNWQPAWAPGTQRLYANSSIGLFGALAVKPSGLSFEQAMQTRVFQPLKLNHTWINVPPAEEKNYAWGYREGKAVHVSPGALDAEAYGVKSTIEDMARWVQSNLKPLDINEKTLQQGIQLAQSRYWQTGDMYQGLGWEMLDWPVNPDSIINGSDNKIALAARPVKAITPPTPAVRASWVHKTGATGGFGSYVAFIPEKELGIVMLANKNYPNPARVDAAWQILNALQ
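AmpC (5.3 nM in the dispensed reagent) in 20 mM phosphate pH 7.0 with 0.01% (detergent screen) or 0.0001% Triton X-100 was preincubated with compounds for 15 min at room temperature. Nitrocefin was then added from an 800 uM solution, and hydrolysis was followed at 480 nm.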
AmpC inh no detg: inhibitors of E. coli AmpC beta-lactamase without detergent; Potency, µM (titrated, usually from 57.1 µM), inactives show at the highest dose activity change, negative = inhibition, actives largely listed as inhibitors; AmpC nitrocefin hydrolysis, absorbance 480 nm, 0.0001% Triton; P00811; AID 485341; hit rate 0.52% among 330,000;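 note: potency is the fitted concentration of half-maximal effect; plate controls were no compound for no effect and no enzyme for full effect; nearly all actives have a fitted effect of over 20% in size; some results filed as inactive show a strong effect at the top dose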
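20 mM phosphate pH 7.0 + 0.01% (detergent screen) or 0.0001% Triton X-100; 5.3 nM AmpC reagent; cpd preinc 15 min RT; nitrocefin (800 uM stock) to start; A480 q20 s × 4 min; Activity was normalised to no-enzyme and no-compound control wells.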
Shiga toxin inh: blocks Shiga toxin action in Vero cells | Vero cells, Shiga toxin protein synthesis inhibition reporter | inhibition, % at 38.7 µM | hit rate 9.2% among 290,000; in the data active = inhibition mostly above about 28%, no sharp cut-off; inactive = mostly below about 43%; note: 0% is about no effect
Giardia FBPA inh: Giardia lamblia aldolase inhibition; A8B2U2; hit rate 0.71% among 290,000; AID 2451; purified Giardia FBPA; Potency, µM (highest dose often 59.6 µM), for inactives: top-dose activity, negative = inhibition, usual class: inhibitors; note: potency is the fitted concentration of half-maximal effect; % is set by controls: 0 for no effect and ±100 for the full control effect; nearly all actives have a fitted effect of over 55% in size
Target sequence (A8B2U2 whole entry, looked up): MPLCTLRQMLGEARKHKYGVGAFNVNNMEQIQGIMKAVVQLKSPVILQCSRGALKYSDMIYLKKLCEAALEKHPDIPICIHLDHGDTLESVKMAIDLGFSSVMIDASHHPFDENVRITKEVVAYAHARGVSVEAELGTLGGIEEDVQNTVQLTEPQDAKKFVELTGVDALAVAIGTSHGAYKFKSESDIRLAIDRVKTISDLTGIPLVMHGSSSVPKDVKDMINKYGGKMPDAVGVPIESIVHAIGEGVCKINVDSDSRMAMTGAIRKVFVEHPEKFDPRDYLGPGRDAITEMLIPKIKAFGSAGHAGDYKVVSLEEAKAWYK
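40 nM FBPA preincubated 10 min at RT with compound (up to 57.5 uM final), then substrate plus GAPDH/TPI/NAD/arsenate coupling and diaphorase/resazurin added. Fluorescence read after 20 min at RT, 525/598 nm.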
AMA1 RON2 block: inhibitors of Plasmodium falciparum AMA1-RON2 interaction. AlphaScreen AMA1-biotinylated RON2 peptide binding. Potency, µM (series often up to 58.2 µM), for inactives: at the highest dose activity change, negative = inhibition, usual class: inhibitors. hit rate 0.2% among 360,000. AID 720542;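 note: potency is the fitted concentration of half-maximal effect; 0% = vehicle wells and -100% = peptide control; nearly all actives have a fitted effect of over 45% in size; some results filed as inactive show a strong effect at the top dose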
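AMA1 (3D7) with his tag at 25 nM final met compounds first, then biotinylated RON2 peptide at 25 nM; detection used donor plus acceptor beads, 10 µg/mL apiece, read by AlphaScreen after 30 min at room temperature.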
Cycloheximide cs: counter-screen for Shiga toxin inhibitors: cycloheximide protein synthesis inhibition. cell reporter, cycloheximide protein synthesis inhibition counterscreen. hit rate 12% among 300,000. max response, %. AID 2314; in the data active = max response mostly above about 13%, no sharp cut-off; inactive = mostly below about 14%; note: read at 38.3 µM for the half of the compounds with a filed dose; 0% is about no effect
HCMV antiviral: blocks human cytomegalovirus replication; HFF cells, HCMV-luciferase reporter, 72 h; hits give low values; activity change, negative = inhibition, % at 57.5 µM; hit rate 4.5% among 410,000; AID 1259415; in the data active = activity change below about -60%; inconclusive = no clear call, values can overlap the other calls; inactive = above about -39%; note: % is set by controls: 0 for no effect and ±100 for the full control effect
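Human foreskin fibroblasts infected with luciferase-reporter HCMV at MOI 1 PFU/cell, compounds at two doses. Luciferase measured 72 h post infection; normalized to buffer-only basal and Salinomycin (10uM) controls.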
* hit, by the source's call; ? = inconclusive; / = no result given; [ ] = remark or other dose. Unless noted, calls come from the whole dose curve; as a rule, active = well fitted curve in the direction sought with a large enough effect; inconclusive = small, poorly fitted or top-dose-only effect, or another doubt; inactive = no such curve, though single readings can be large; an effect the other way counts as inactive or inconclusive.

item	mol	Shiga toxin inh	Cycloheximide cs	AmpC inh detg	Giardia FBPA inh	AMA1 RON2 block	AmpC inh no detg	HCMV antiviral
1	c1ccn2c(CNc3ncnc4sccc34)nnc2c1	-3	-3	-8%	5%	-7%	-22%	12
2	N#Cc1ccc(N2C(=O)[C@@H]3C(C(=O)c4cnccn4)=NN[C@@H]3C2=O)cc1	-3	-1	-8%	?	26%	-26%	11
3	N=C1C(c2nc3ccccc3s2)=C(O)CN1Cc1ccco1	67*	26*	-11%	-2%	69%[activator]	-43%	-32
4	CCOC(=O)N1CCC(NC(=O)C2CCN(c3nc(-c4ccc(OC)cc4)no3)CC2)CC1	-4	2	-2%	7%	14%	-10%	-65*
5	CC(Sc1nnc(C2CC2)n1C1CC1)C(=O)Nc1ccccc1C#N (stereo unspecified)	/	/	-1%	/	12%	-14%	-5
6	Cc1ccc(/C=N/NC(=O)C(C)Oc2ccccc2[N+](=O)[O-])s1 (stereo unspecified)	15	2	-5%	-1%	1%	-15%	?
7	CCCCCCCCC(=O)N/N=C/c1ccccn1	-7	-3	-7%	5%	55%[activator]	-19%	3
8	COc1ccc(-c2noc(CN(C)Cc3ccccc3)n2)cc1	18	11*	0%	7%	14%	-2%	50
9	CCC(C)Nc1nc2c(c(=O)[nH]c(=O)n2C)n1CCOc1ccccc1 (stereo unspecified)	-1	-8	0%	10%	2%	22%	/
10	O=C(NCCSc1ccccc1)c1ccccc1Cl	97*	64*	?	7%	-18%	-8%	-17
11	COc1cccc(NC(=O)c2nnn(CCc3ccccc3)c2N)c1	38	19	-13%	0%	6%	-32%	76
12	CCOc1ccc(C(=O)Cn2cnc3ccccc3c2=O)cc1	117*	57*	-1%	4%	-8%	-13%	91

Reformatted as labelled records: entries from further up
(1) c1ccn2c(CNc3ncnc4sccc34)nnc2c1
  Shiga toxin inh: -3
  Cycloheximide cs: -3
  AmpC inh detg: -8%
  Giardia FBPA inh: 5%
  AMA1 RON2 block: -7%
  AmpC inh no detg: -22%
  HCMV antiviral: 12

(2) N#Cc1ccc(N2C(=O)[C@@H]3C(C(=O)c4cnccn4)=NN[C@@H]3C2=O)cc1
  Shiga toxin inh: -3
  Cycloheximide cs: -1
  AmpC inh detg: -8%
  Giardia FBPA inh: ?
  AMA1 RON2 block: 26%
  AmpC inh no detg: -26%
  HCMV antiviral: 11

(3) N=C1C(c2nc3ccccc3s2)=C(O)CN1Cc1ccco1
  Shiga toxin inh: 67*
  Cycloheximide cs: 26*
  AmpC inh detg: -11%
  Giardia FBPA inh: -2%
  AMA1 RON2 block: 69%[activator]
  AmpC inh no detg: -43%
  HCMV antiviral: -32

(4) CCOC(=O)N1CCC(NC(=O)C2CCN(c3nc(-c4ccc(OC)cc4)no3)CC2)CC1
  Shiga toxin inh: -4
  Cycloheximide cs: 2
  AmpC inh detg: -2%
  Giardia FBPA inh: 7%
  AMA1 RON2 block: 14%
  AmpC inh no detg: -10%
  HCMV antiviral: -65*

New compounds follow
item	mol	Shiga toxin inh	Cycloheximide cs	AmpC inh detg	Giardia FBPA inh	AMA1 RON2 block	AmpC inh no detg	HCMV antiviral
13	O=C(CSc1nnc(COc2ccccc2)o1)Nc1ccc(F)cc1	-9	-3	-12%	-4%	3%	-20%	-18
14	O=S(=O)(CCc1nnc(-c2ccccc2)o1)c1ccc2ccccc2c1	-20	1	-12%	-1%	8%	-15%	-10
15	CCCCn1c(N)c(N(CCOC)C(=O)COC(=O)CCOc2ccc(C)cc2)c(=O)[nH]c1=O	/	/	-7%	/	0%	47%	-15
16	Cc1c(N=C2N=C(NC(=O)Nc3ccc(Cl)cc3)c3ccccc32)c(=O)n(-c2ccccc2)n1C	16	0	?	0%	2%	-20%	-10
17	O=C(CN1C(=O)c2cccc3cccc(c23)C1=O)N1CCOCC1	-3	-2	-8%	5%	13%	-9%	-13
18	O=C(COc1ccc(Cl)cc1)Nc1nc(-c2ccc(S(=O)(=O)N3CCOCC3)cc2)cs1	-12	-4	-5%	-5%	-10%	-35%	-10
19	O=C(CNC(=O)c1ccco1)OCC(=O)c1ccc([N+](=O)[O-])cc1	-3	0	-9%	-9%	1%	-22%	-64*
20	CCOC(=O)c1c(-c2ccccc2)csc1NC(=O)c1ccc(N2C(=O)CCC2=O)cc1	-11	-3	3%	0%	1%	-27%	19
21	Nc1ccccc1C(=O)NCc1ccccc1	-10	-3	0%	0%	17%	-15%	1
22	COc1ccccc1NS(=O)(=O)c1ccc(C(=O)NCc2ccc(S(N)(=O)=O)cc2)cc1	/	/	/	/	0%	-28%	-26
23	CCOC(CNC(=O)c1cccc([N+](=O)[O-])c1)OCC	3	-1	7%	0%	-3%	-21%	-8
24	Cc1ccc(C)n1-c1ccc(C(=O)NN)s1	26*	26*	-10%	-2%	56%[activator]	-18%[11.4 µM]	92

Next part
item	mol	Shiga toxin inh	Cycloheximide cs	AmpC inh detg	Giardia FBPA inh	AMA1 RON2 block	AmpC inh no detg	HCMV antiviral
25	O=c1c2ccccc2c(-c2ccc(Cl)cc2)nn1-c1ccccc1	-9	-1	-12%	5%	-5%	-10%	-63*
26	Cc1ccc(-n2c(O)c(C=Nc3ccc4c(c3)OCO4)c3ccccc3c2=O)cc1C	12	-2	5%	0%	-9%	-17%	-39
27	COc1ccc(NC(=O)c2cccnc2C(=O)O)c(OC)c1	16	-2	-7%	?	-5%	-5%	43
28	O=[N+]([O-])c1ccccc1/C=N/OCc1ccccc1	104*	31*	-6%	-1%	-15%	-18%	-7
29	CC(=O)Nc1ccc(S(=O)(=O)NNC(=O)COc2ccc(Cl)cc2Cl)cc1	14	1	8%	7%	6%	-17%	-3

Rows are unselected; about 16% have a hit in one of these screens.
